EPAC1 agonist – agonists of human EPAC1; AID 720707; Potency, µM (top dose mostly 154 µM), without a hit: at the top dose activation, usual class: activators; EPAC1 agonist qHTS, biochemical assay; response scale: 100% = response to 6.5 mM cAMP; 0.073% of 360,000 active; further: potency means the concentration at half of the fitted maximal effect; nearly all actives have a fitted effect of over 60% in size
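Nucleotide exchange assay: 100 nM EPAC1 with 250 nM Rap1B loaded with BODIPY-GDP and 50 uM GDP, room temperature. Fluorescence (480/540 nm) read every 5 min for 30 min; signal change normalized to 6.5 mM cAMP as full agonist.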
WRN helicase inh – blocks human WRN helicase; 0.46% of 360,000 active; Potency, µM (titrated, usually from 114 µM), for the others: at the top dose activity change, negative = inhibition, hits mostly inhibitors; Q14191; WRN helicase unwinding, fluorescent forked duplex, kinetic; further: potency means the concentration at half of the fitted maximal effect; on the % scale 0 is the no-effect control and ±100 the full control effect; nearly all actives have a fitted effect of over 55% in size
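WRN at 20 nM final was preincubated with compound for 15 min at room temperature; reaction started with 100 nM forked duplex oligonucleotide carrying fluorophore and quencher plus 2 mM ATP (final). Unwinding followed kinetically by red fluorescence (ex 525/em 598 nm).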
PLK1 PBD inh – PLK1 (human) polo-box domain binding inhibition; Plk1 PBD binding of FITC phosphopeptide, fluorescence polarization; P53350; 2.8% of 360,000 active; Potency, µM, for inactives: max response, negative = inhibition, most hits filed as inhibitors; further: potency means the concentration at half of the fitted maximal effect; series mostly up to about 57 µM; on the % scale 0 is the no-effect control and ±100 the full control effect; nearly all actives have a fitted effect of over 65% in size
Target sequence (P53350 whole entry, looked up, the tested form may be a part): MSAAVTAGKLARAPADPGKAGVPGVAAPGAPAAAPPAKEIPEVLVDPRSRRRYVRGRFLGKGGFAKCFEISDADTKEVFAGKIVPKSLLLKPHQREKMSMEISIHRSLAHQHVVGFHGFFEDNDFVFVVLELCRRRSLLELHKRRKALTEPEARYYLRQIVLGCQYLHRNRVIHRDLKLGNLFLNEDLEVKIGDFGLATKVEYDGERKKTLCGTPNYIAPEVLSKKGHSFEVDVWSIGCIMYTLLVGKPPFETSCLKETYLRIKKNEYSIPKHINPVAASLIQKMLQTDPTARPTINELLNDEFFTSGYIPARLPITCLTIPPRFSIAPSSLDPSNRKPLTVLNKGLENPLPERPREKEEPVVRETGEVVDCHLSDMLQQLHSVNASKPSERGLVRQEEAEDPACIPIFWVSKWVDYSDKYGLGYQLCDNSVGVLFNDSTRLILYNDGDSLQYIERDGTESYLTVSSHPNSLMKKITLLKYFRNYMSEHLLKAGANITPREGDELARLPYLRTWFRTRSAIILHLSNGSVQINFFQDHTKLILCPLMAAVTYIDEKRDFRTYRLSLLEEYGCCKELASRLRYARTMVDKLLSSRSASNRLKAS
EPAC2 antag – blocks human EPAC2 exchange factor; Q8WZA2; Potency, µM (top dose mostly 114 µM), without a hit: at the top dose activity, negative = inhibition, hits mostly inhibitors; AID 720708; 0.18% of 360,000 active; EPAC2 GEF exchange of Rap1B-BODIPY-GDP, fluorescence; further: potency means the concentration at half of the fitted maximal effect; on the % scale 0 is the no-effect control and ±100 the full control effect; nearly all actives have a fitted effect of over 45% in size; many of its hits are not listed in these tables
PI5P4Ka inh – inhibitors of human PI5P4K alpha. max response, %. P48426. PI5P4Kalpha enzyme, ADP-Glo luminescence, 60 min; stronger effect = lower value. AID 652105. 1.2% of 330,000 active; active means max response of -50% or lower; inconclusive means between -30% and -50%; inactive means -30% or higher; further: value at the top dose of about 77 µM; on the % scale 0 is the no-effect control and ±100 the full control effect
Target sequence (P48426 whole entry, looked up): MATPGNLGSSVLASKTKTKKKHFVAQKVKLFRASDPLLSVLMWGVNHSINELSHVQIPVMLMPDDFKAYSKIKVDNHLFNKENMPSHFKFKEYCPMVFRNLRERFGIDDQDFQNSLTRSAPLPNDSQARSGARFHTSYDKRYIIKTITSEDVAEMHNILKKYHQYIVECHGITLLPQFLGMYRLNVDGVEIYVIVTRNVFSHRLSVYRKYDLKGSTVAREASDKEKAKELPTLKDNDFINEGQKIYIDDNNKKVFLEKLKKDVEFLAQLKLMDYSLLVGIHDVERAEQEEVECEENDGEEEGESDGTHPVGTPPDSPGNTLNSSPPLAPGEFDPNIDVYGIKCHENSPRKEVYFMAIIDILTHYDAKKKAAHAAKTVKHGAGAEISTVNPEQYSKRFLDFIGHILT
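Luminescence from ADP-Glo served as readout of PI5P4Kalpha activity in a qHTS format. Reaction: enzyme, substrate, compound, ATP at 5 microM final, 60 min at RT.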
Mm-Cpn inhibitor – M. maripaludis TRiC chaperonin inhibition; purified Mm-Cpn ATPase, ADP Transcreener TR-FRET; Potency, µM (highest dose often 76.9 µM), for inactives: at the top dose activity, negative = inhibition, usual class: inhibitors; 0.031% of 330,000 active; further: potency means the concentration at half of the fitted maximal effect; on the % scale 0 is the no-effect control and ±100 the full control effect; nearly all actives have a fitted effect of over 80% in size
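Inhibition of chaperonin ATP hydrolysis is measured as reduced ADP production, detected by competitive TR-FRET in which signal falls with ADP. Final enzyme 25 nM and ATP 10 uM, reacted 30 min at 37°C.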
EPAC1 antag – blocks human EPAC1 exchange factor | 0.14% of 360,000 active | EPAC1 GEF assay, Rap1b-BODIPY-GDP exchange fluorescence | AID 720709 | Potency, µM (doses to about 115 µM), for the others: at the top dose activity change, negative = inhibition, most hits filed as inhibitors;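 further: potency means the concentration at half of the fitted maximal effect; plate controls were vehicle for no effect and positive control for full effect; nearly all actives have a fitted effect of over 50% in size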
CCT modulator – modulators of cytosolic chaperonin (CCT/TRiC) activity | purified chaperonin ATPase assay, HTRF ADP detection, 30 min | activity change, % (test concentration not listed), hits read low | 0.3% of 360,000 active; in the data active means activity change below about -30%; further: on the % scale 0 is the no-effect control and ±100 the full control effect
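We incubate TRiC, 40 or 20 nM final, with library compounds at 76 uM and 10 uM ATP for 30 min at 37 °C. ADP formed is detected with Transcreener HTRF reagents after 30 min at room temperature.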
* hit, by the source's call; ? = inconclusive; · = not tested or not shown; [ ] = remark or other dose. Unless noted, the call rests on the fitted dose curve; in most records, active means well fitted curve in the direction sought with a large enough effect; inconclusive means small, poorly fitted or top-dose-only effect, or another doubt; inactive means no such curve, though single readings can be large; an effect the other way counts as inactive or inconclusive.

SMILES	EPAC1 agonist	WRN helicase inh	PLK1 PBD inh	EPAC2 antag	PI5P4Ka inh	Mm-Cpn inhibitor	EPAC1 antag	CCT modulator
COc1ccc(-c2ccc(N)[n+](CCCC(=O)O)n2)cc1	-16%	6%	-6%	7%	5	·	-11%	-2.1
CCOC(=O)c1cnc2c(C(=O)OC)cccc2c1NCCN1CCOCC1	0%	-7%	1%	-3%	·	-2%	0%	0.8
O=C(CCNS(=O)(=O)c1ccccc1)OCc1ccc([N+](=O)[O-])cc1	0%	5%	-4%	3%	-7	·	-1%	-1.1
Cc1nc2ccc(Oc3ccccc3)cc2s1	-12%	1%	-16%	-27%	-4	3%	-25%	0.6
COc1ccc(C(CNC(=O)c2cc3ccccc3o2)N2CCCCC2)cc1 (centres undefined)	-1%	-7%	9%	-4%	2	-4%	-4%	-1.1
Cc1ccc(/C=C/C(=O)OCC(=O)Nc2cccnc2Cl)o1	6%	-1%	-5%	5%	0	1%	-10%	-1.2
C=C(C)Cn1c(=S)[nH]c2ccccc2c1=O	-5%	-5%	-3%	1%	5	·	-4%	-0.9
Cc1cccc(C(=O)NCCC(=O)NCc2ccccc2F)c1	-4%	-1%	-1%	-3%	2	1%	5%	-0.9
O=C(COC(=O)Cn1cnc2ccccc2c1=O)Nc1ccc2c(c1)OCO2	3%	-13%	-2%	-5%	3	2%	-3%	-2.0
COc1cccc(NC(=O)CN(C)C(=O)COc2ccc3ccccc3c2)c1	-10%	-4%	-8%	-11%	-4	2%	3%	0.8
O=C1CN(C(=O)NCC(=O)N[C@H](C(=O)O)c2ccccc2)c2ccccc2N1	-11%	-8%	-12%	?	0	3%	-5%	-0.9
CN1C(=O)/C(=C/c2cc(C(C)(C)C)c(O)c(C(C)(C)C)c2)NC1=S	-3%	0%	0%	6%	3	-1%	-2%	-6.4
COc1ccccc1NC(=O)c1ccc(CS(=O)(=O)c2ccc(C)cc2)cc1	-1%	-5%	1%	-6%	1	0%	-1%	-3.3
CN1C(N)=NC(=O)/C1=C/c1ccccc1F	-5%	-10%[57.1 µM]	1%	-3%	-1	-1%	-1%	-3.8
C/C(=C1\SC(N2CCOCC2)=NC1=O)c1ccccc1	-1%	5%	-1%	3%	·	-1%	1%	0.2
CCC(C)(C)NC(=O)CN(C(=O)CCC(=O)Nc1ccccn1)c1ccc(F)c(Cl)c1	1%	-1%[57.1 µM]	-4%	2%	7	0%	6%	-3.3
CCC(=O)Nc1c2c(nn1-c1ccc(OC)cc1)CS(=O)C2 (centres undefined)	-14%	3%	-1%	-2%	-1	-9%	-7%	1.5
COc1ccc(Cl)c2sc(N(CCN(C)C)C(=O)c3ccc4c(c3)OCCO4)nc12	1%	2%	7%	-13%	3	-6%	-12%	0.7
CN(C)c1ccc(/C=C(\NC(=O)c2ccccc2)C(=O)NCc2ccncc2)cc1	-3%	-25%	-3%	-4%	-2	-3%	-6%	0.4
O=C(O)c1ccccc1S(=O)(=O)c1ccccc1CO	0%	-10%	-3%	4%	-3	-2%	5%	1.1
C[C@H](CO)N1C[C@H](C)[C@@H](CN(C)Cc2ccc(C(=O)O)cc2)Oc2ncc(Br)cc2C1=O	10%	1%	-9%	-7%	3	·	-14%	-2.3
Cc1ccccc1S(=O)Cc1ccc(C(=O)NCCCN2CCCCC2)o1 (centres undefined)	5%	6%	-5%	1%	1	-1%	11%	1.0
NC(=O)C1CCN(C(c2ccccc2Cl)c2nnnn2CC2CCCO2)CC1 (centres undefined)	6%	-5%	-1%	8%	-7	1%	0%	-1.6
COc1ccc(C(=O)c2c(N)sc3c2CCN(C(=O)OC(C)(C)C)C3)cc1	-10%	-8%	-29%	5%	-16	-2%	11%	0.1
O=C(NCc1cccs1)c1cc2c(s1)-c1ccccc1OC2	-13%	-5%	-12%	2%	4	-15%	-19%	0.6

Brought forward from above: 5 entries, then new ones.
SMILES	EPAC1 agonist	WRN helicase inh	PLK1 PBD inh	EPAC2 antag	PI5P4Ka inh	Mm-Cpn inhibitor	EPAC1 antag	CCT modulator
C[C@H](CO)N1C[C@H](C)[C@@H](CN(C)Cc2ccc(C(=O)O)cc2)Oc2ncc(Br)cc2C1=O	10%	1%	-9%	-7%	3	·	-14%	-2.3
Cc1ccccc1S(=O)Cc1ccc(C(=O)NCCCN2CCCCC2)o1 (centres undefined)	5%	6%	-5%	1%	1	-1%	11%	1.0
NC(=O)C1CCN(C(c2ccccc2Cl)c2nnnn2CC2CCCO2)CC1 (centres undefined)	6%	-5%	-1%	8%	-7	1%	0%	-1.6
COc1ccc(C(=O)c2c(N)sc3c2CCN(C(=O)OC(C)(C)C)C3)cc1	-10%	-8%	-29%	5%	-16	-2%	11%	0.1
O=C(NCc1cccs1)c1cc2c(s1)-c1ccccc1OC2	-13%	-5%	-12%	2%	4	-15%	-19%	0.6
Cc1nnc(SCC(=O)NC2CC2)n1CC1CCCO1 (centres undefined)	-1%	6%	5%	4%	-6	-2%	8%	-0.7
O=C(NCc1ccccc1)c1onc(CSc2ccccc2)c1C(=O)NCc1ccccc1	-8%	-5%	-3%	2%	6	·	-6%	-2.1
CCC(C(=O)Nc1cccnc1Cl)c1ccccc1 (centres undefined)	-11%	-11%	-13%	-3%	-2	-2%	-6%	1.2
O=C(CCNS(=O)(=O)c1ccccc1)OCc1nnc(-c2ccccc2)o1	5%	14%	-6%	-3%	0	1%	-1%	-0.3
Cc1cc(C)n(-c2ccc(C(=O)NC(C)C)cc2)n1	1%	-1%	-3%	-5%	·	0%	-10%	-1.4
C/C(N)=C(/C#N)C(=O)COc1ncnc2ccccc12	12%	-7%	-5%	5%	·	0%	-8%	-0.7
CCOC(=O)c1c(C)nn(-c2ccc(NC(=O)CSCC(=O)O)cc2)c1C	-4%	-10%	0%	11%	-2	1%	9%	-0.4
O=C(Nc1ccc(N2CCOCC2)cc1)c1cccc(S(=O)(=O)N2CCC(Cc3ccccc3)CC2)c1	4%	-8%	-9%	-1%	1	2%	-4%	-1.3
O=C(Oc1ccc([N+](=O)[O-])cc1)C1CC(=O)N(c2ccc3c(c2)OCCO3)C1 (centres undefined)	1%	-19%[11.6 µM]	?	-8%	2	-1%	-15%	-4.0
COc1ccc(CC(=O)NC2CC2)cc1OC	-5%	3%	-6%	5%	-6	0%	0%	0.9
NC(=O)N/N=C\c1cc(Br)ccc1O	-6%	2%	-8%	13%	15	-2%	-15%	0.4
O=S(=O)(Nc1cccc(-c2cn3cccnc3n2)c1)c1ccc(F)cc1	-3%	-27%	0%	?	3	0%	11%	1.3
COc1cc2c(cc1OC)CN(C(=O)/C=C/c1cccs1)CC2	2%	9%	0%	-7%	-5	-1%	4%	0.3
Cc1nn(-c2ccccc2)c(C)c1C(=O)OCC(=O)NCc1ccco1	3%	-26%	-14%	20%	-6	-2%	20%	-1.5
COc1ccc(CCNC(=O)C(=O)NCC2OCCN2S(=O)(=O)c2ccc(Br)cc2)cc1OC (centres undefined)	-2%	-6%	-9%	-3%	7	3%	-6%	-2.0
CC12CCC(C(=O)N(CSC(=S)N/N=C\c3ccccc3Cl)C1=O)C2(C)C (centres undefined)	10%	-23%	-22%	-10%	10	-1%	-17%	-1.3
Cc1cccc(C)c1NC(=O)c1cc(S(=O)(=O)N2CCOCC2)ccc1F	18%	3%	-13%	-6%	·	2%	-9%	-3.6
C=CC[C@@H](CC(=O)N[C@@H](CO)Cc1ccccc1)C(=O)N[C@H](COC(=O)[C@@H](CC=C)Cc1ccc(F)cc1)Cc1c[nH]c2ccccc12	-19%	0%	1%	3%	2	1%	2%	1.1
Cc1ccc(C)c(C(=O)NC2CC(C)(C)NC(C)(C)C2)c1	4%	4%	-9%	-1%	·	2%	1%	-3.9
Cc1cccc(C)c1NC(=O)C(C)n1c(-c2ccc(=O)[nH]c2)nc2ccccc21 (centres undefined)	5%	-6%	-3%	2%	5	·	3%	·
CC(C)CNC(=S)Nc1ccccc1F	-11%	-5%	-1%	8%	5	1%	9%	2.2
O=C(c1ccc(F)cc1)N1CCN(c2cnn(-c3ccccc3)c(=O)c2Cl)CC1	-12%	9%	-7%	13%	2	-1%	-9%	0.2
Nc1nnnn1CC(=O)N/N=C/C=C/c1ccccc1	1%	-5%	-1%	3%	?	1%	-5%	-1.4
CCC1(c2ccccc2)SCC(c2ccccc2)=NC1=O (centres undefined)	12%	-4%	-2%	?	9	·	-28%	-0.6
COc1cc(C(=O)NCC2(N(C)C)CCCCC2)ccc1OCc1ccccc1	2%	-3%	2%	-3%	15	-1%	11%	1.8
Later entries
SMILES	EPAC1 agonist	WRN helicase inh	PLK1 PBD inh	EPAC2 antag	PI5P4Ka inh	Mm-Cpn inhibitor	EPAC1 antag	CCT modulator
COc1ccc(NC(=O)C2=CC=CN3CCS(=O)(=O)N=C23)c(OC)c1	-3%	-13%	-4%	0%	-3	0%	-13%	1.2
CC(=O)Nc1ccc(NC(=O)COC(=O)c2ccccn2)cc1	7%	6%	-9%	4%	2	2%	-18%	-1.4
Cc1ccc2cc(CN(C(=O)c3ccco3)c3ccccc3C)c(=O)[nH]c2c1	-3%	-12%	-23%	1%	-25	-2%	-14%	-0.6
CCCOc1ccc(CNC(=S)Nc2ccccc2)cc1Cl	2%	-4%	-1%	-7%	6	1%	-10%	-0.4
CC[C@@]1(C(=O)OC)N[C@H](CN(C)C(=O)NC(C)C)[C@@H]2C(=O)N(Cc3ccccc3)C(=O)[C@@H]21	-13%	2%	-6%	11%	-2	-1%	-15%	-0.8
CC(=O)c1ccc(NC(=O)Nc2ccc([N+](=O)[O-])cc2)cc1	5%	7%	-1%	16%	-3	-1%	12%	3.1
COc1ccc(NC(=O)Nc2nc(C)cc(C)n2)c(OC)c1	6%	10%	-2%	8%	2	-1%	-7%	0.9
CN(CCOC(=O)c1ccc2c(c1)OCCO2)C(C)(C)C	4%	11%	-6%	-1%	-2	1%	-4%	-1.7
COc1ccc(NC(=O)C2(C)CCN2C(=O)c2ccccc2CCc2ccccc2)cc1OC (centres undefined)	0%	-11%	-9%	-15%	14	·	-15%	1.7
CCNC(=S)NN(c1ccccc1)c1ccccc1	13%	1%	-4%	3%	1	-1%	-19%	-2.5
Cc1cccc(COC[C@H](Cc2ccccc2)N2CCN(C(=O)c3ccc(Cl)c(Cl)c3)CCC2=O)c1	-3%	-3%	-17%	-4%	12	·	-24%	-0.8
CCOC(=O)C(=O)Nc1cc([N+](=O)[O-])ccc1C	-8%	-4%	-3%	0%	14	1%	-24%	0.1
COc1ccc(/C(C)=N/NC(=O)c2ccccc2OCc2ccccc2)c(OC)c1	16%	-9%	19µM*	-27%	?	0%	-6%	0.3
N/C(=N/O)C(c1ccccc1)c1ccccc1	-3%	-9%	-1%	11%	0	3%	3%	-1.2

Bioassay records (PubChem BioAssay)

The list is partial; rates above refer to the full screens.
